ER stress surv: ER stress cell death inhibition. CSM14.1 thapsigargin ER stress survival, ATP luminescence. relative survival (cellular ATP), % at 15 µg/mL (by protocol). hit rate 0.33% among 48,000;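 active = survival measured by cellular ATP above 50% at 15 µg/ml in the first screen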;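 also: cell death triggered by about 15 µM thapsigargin; ATP read 24 h after thapsigargin was added; plate controls were thapsigargin with DMSO for no effect and DMSO without thapsigargin for full effect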
* = called active by the depositor; & = joins results of further samples. This is a subset; count on the stated rates, not on these rows.

cpd | mol | ER stress surv
1 | O=C(Nc1sc2c(c1C(=O)O)CCCCC2)c1cccs1 | -1.8
2 | Cc1ccc(C(=O)Nc2c(C)cc(C)cc2C)cc1 | 5.6
3 | Cc1ccsc1/C=N/OC(=O)c1nn(C)cc1Br | 1.8
4 | CCOC(=O)c1c(-c2ccc(OC)cc2)csc1NC(=O)C1CCCCC1C(=O)O (stereo not drawn) | 12.4
5 | Cc1c(Cl)cccc1N1C(=O)CC(Sc2nc3ccccc3s2)C1=O (stereo not drawn) | 2.6
6 | Cc1cc(C)c(C(N)=O)c(Nc2cc(Cl)ccc2Cl)n1 | -3.8
7 | O=C(Nc1ccc(F)cc1)Nc1ccccc1C(=O)OCc1ccccc1F | 3.1
8 | COc1ccccc1/C=C/C(=O)NC1CCCCC1 | 6.5
9 | CCOC(=O)N1CCN(C(=O)/C(=C/c2cccc([N+](=O)[O-])c2)NC(=O)c2ccccc2)CC1 | -3.0
10 | CCCCCCOc1ccc(/C=C2/C(=O)ON=C2c2ccccc2)cc1 | 5.0
11 | COc1cccc(/C=N/NC(=O)c2cc(C)[nH]n2)c1OC | 5.3
12 | CCN(CC)CCn1c2ccccc2n2cc(-c3ccc(OC)c(OC)c3)nc12 | -5.1
13 | N/C(=N\OC(=O)c1ccc(F)cc1)c1ccc(Br)cc1 | -3.2
14 | CCc1ccc(NC2=C(Cl)C(=O)N(c3cccc(Cl)c3)C2=O)cc1 | 9.1
15 | Fc1cccc(/C=N/N2CCN(Cc3cccc4ccccc34)CC2)c1 | 1.1
16 | COc1ccc(/C=C/C(=O)Nc2ccccc2Cl)cc1OC | -4.7
17 | O=C1CSC(=O)N1c1cccc(O)c1 | 3.1
18 | C(=N\Nc1nc(N2CCOCC2)nc(N2CCOCC2)n1)/c1ccccc1OCc1ccccc1 | 12.0
19 | Cc1ccc(C2=C/C(=C/c3cc4c(cc3Br)OCO4)C(=O)O2)cc1 | 2.1
20 | NC(=O)c1ccccc1NC(=O)c1ccccc1[N+](=O)[O-] | 9.1
21 | CCC(=O)c1ccc(OCC(O)COc2ccc(C(=O)CC)cc2OC)c(OC)c1 | 6.3
22 | CCOC(=O)/C(C#N)=C/c1ccc(O)cc1 | 19.5
23 | COc1ccc(CC(=O)Nc2cc(C)cc(C)c2)cc1OC | 4.3
24 | O=C(CN(c1ccc(F)cc1)S(=O)(=O)c1ccccc1)NCc1ccc(Cl)cc1 | 4.9
25 | CC12c3ccccc3C(c3ccccc31)C1C(=O)N(c3ccc(I)cc3)C(=O)C12 (stereo not drawn) | 14.5
26 | COC(=O)c1ccc(C(=O)OC)c(NC(=O)CN2C(=O)c3ccccc3C2=O)c1 | 7.5
27 | Cn1ccnc1Sc1ccc([N+](=O)[O-])cc1 | 4.1
28 | CCN(CC)CC(=O)Nc1sc2c(c1C(N)=O)CCCC2 | 13.0
29 | O=C(Cn1c(NCCCO)nc2ccccc21)c1cccs1 | -3.5
30 | COc1ccc(-c2cc(C(F)(F)F)n3ncc(C(=O)NCc4ccco4)c3n2)cc1 | 3.5
31 | COc1cccc2c1CC/C(=C\c1ccccc1)C2=O | 0.2
32 | CCSc1nc2ccc(NC(=O)c3ccccc3C(=O)N3CCOCC3)cc2s1 | -11.5
33 | COc1ccc(C(=O)NCC2(c3ccc(OC)c(OC)c3)CCCCC2)c(OC)c1 | 3.7
34 | CCOc1ccc(N=C2c3ccc([N+](=O)[O-])cc3C(=O)C2C(C)=O)cc1 (stereo not drawn) | 8.3
35 | COc1ccc(C(=O)CC(=O)C(C)(C)C)cc1 | 5.8
36 | CN(C)c1ccc(CNC(=O)C(O)(c2ccc(Cl)cc2)c2ccc(Cl)cc2)cc1 | 1.7

A draw from above in order of molecular weight, ascending.
cpd | mol | ER stress surv
27 | Cn1ccnc1Sc1ccc([N+](=O)[O-])cc1 | 4.1
30 | COc1ccc(-c2cc(C(F)(F)F)n3ncc(C(=O)NCc4ccco4)c3n2)cc1 | 3.5
32 | CCSc1nc2ccc(NC(=O)c3ccccc3C(=O)N3CCOCC3)cc2s1 | -11.5
36 | CN(C)c1ccc(CNC(=O)C(O)(c2ccc(Cl)cc2)c2ccc(Cl)cc2)cc1 | 1.7

Continuation:
cpd | mol | ER stress surv
37 | COCCCNC(=O)CN(c1ccc(F)cc1)S(=O)(=O)c1ccccc1 | 8.9
38 | C#Cc1c(C)n(-c2ccccc2)c2c(=O)n(Cc3ccccc3)cnc12 | 1.5
39 | CC(NC(=O)NC(=O)c1cccc([N+](=O)[O-])c1)C1CC1 (stereo not drawn) | 19.0
40 | CCOC(=O)c1c(NC(=O)CC2Sc3ccccc3NC2=O)sc(C)c1C (stereo not drawn) | 0.8
41 | Cc1cc(/C=N/Nc2ccc([N+](=O)[O-])cn2)c(C)n1-c1ccc(F)cc1 | 6.3
42 | Cc1cc(C(=O)Nc2c[nH]c(=O)[nH]c2=O)ccc1[N+](=O)[O-] | 1.5
43 | Oc1ccc(/C=N/Nc2nc(N3CCCC3)nc(N3CCCC3)n2)cc1O | -4.1
44 | COc1cc(Cl)cc(/C=C2\SC(=S)N(C)C2=O)c1O | -9.3
45 | O=C(Nc1cc(Cl)cc(Cl)c1)S(=O)(=O)c1ccccc1 | -1.9
46 | CCOc1ccc2nc(N(C)C)[nH]c2c1 | 5.8
47 | Cc1cc(C)nc(NS(=O)(=O)c2ccc(NC(=S)NC(=O)c3ccc(Br)cc3)cc2)n1 | 14.3
48 | O=C1S/C(=C/c2ccc(-c3ccc([N+](=O)[O-])cc3Cl)o2)C(=O)N1c1ccccc1 | 10.0
49 | Cc1cc(Cl)ccc1OCC(=O)O/N=C(\N)c1ccncc1 | -2.4
50 | COc1ccc(Cl)cc1NC(=O)CN(c1ccc(C)cc1)S(=O)(=O)c1ccc(F)cc1 | -2.2
51 | CC12CC3CC(C1)CC(CC(=O)O)(C3)C2 | 6.3
52 | O=C(O)CCCCCN1C(=O)C(=O)/C(=C(/O)c2ccccc2)C1c1ccc2c(c1)OCO2 (stereo not drawn) | 0.4
53 | S=c1oc(-c2ccccc2Cl)nn1CN1CCCCC1 | -10.8
54 | COc1cc(C2SCC(=O)N2c2c(C)n(C)n(-c3ccccc3)c2=O)ccc1O (stereo not drawn) | 2.0
55 | O=C(/C(=C\c1ccc(Cl)cc1)c1nc2ccccc2s1)c1ccccc1 | 11.0
56 | COc1cc(/C=C2\C(=O)NC(=O)N(c3ccc(F)cc3)C2=O)ccc1O | 2.8
57 | CCN1C(=O)/C(=C\c2ccc(-c3cccc(Cl)c3)o2)SC1=S | 6.6
58 | COc1ccc(Cl)cc1NC(=O)COc1cccc(C)c1 | 4.8
59 | CCOC(=O)c1oc2ccc(CNC3CCCCC3)c(Cl)c2c1C | -8.2
60 | Cc1ccc(NC(=O)c2ccc(C(=O)O)cc2C(=O)O)c(C)c1 | -3.7
61 | CN1CCC(O)(c2ccccc2)C(C)(C)C1 (stereo not drawn) | 4.3
62 | Cc1ccc(N=Cc2c(O)n(-c3ccc(F)cc3)c(=O)[nH]c2=O)cc1 | 2.3
63 | COC(=O)c1c(-c2cccc3ccccc23)csc1N | 11.1
64 | O=c1[nH]c(N2CCOCC2)nc2ncn(Cc3ccccc3)c12 | 6.5
65 | COC(=O)c1ccc(N2C(=O)CC(NCCc3ccc(OC)cc3)C2=O)cc1 (stereo not drawn) | 6.6
66 | COc1ccc(OC)c(NC(=O)c2c(C)c(-c3ccccc3)nc3ccccc23)c1 | 9.1
67 | COc1ccc(NC(=O)c2ccccc2Cl)cc1OC | -2.7
68 | C=COCCNC(=O)C(=O)Nc1ccccc1CC | 9.3
69 | COc1ccc(C(=O)CSc2n[nH]c(-c3ccccc3)n2)cc1[N+](=O)[O-] | -3.0
70 | O=C(CN1CCCCC1)OCC1CCCO1 (stereo not drawn) | -2.6
71 | COc1ccc(C(=O)Nc2ccc([N+](=O)[O-])cn2)cc1 | 5.8
72 | COc1ccc(NC(=O)O/N=C\c2ccccc2Cl)cc1 | 5.1
73 | Cc1ccc(N(CC(=O)NCc2ccco2)S(=O)(=O)c2ccc(F)cc2)cc1 | 9.6
74 | CCOC(=O)c1[nH]cnc1C(=O)N1CCOCC1 | 9.6&1.1
75 | CC1(C)Cc2c(sc(NC(=O)C3(c4ccccc4)CCCC3)c2C#N)CO1 | -5.1
76 | CCOc1ccc(NC(=O)/C(=C/c2ccccc2)c2ccccc2)cc1 | 9.5
77 | CCSc1nnc2c(n1)OC(c1ccc(-c3ccc(Cl)cc3)o1)Nc1ccccc1-2 (stereo not drawn) | 4.5
78 | COc1ccc(C2CC(C(F)(F)F)n3nc(C(=O)Nc4ccc5c(c4)OCO5)c(Cl)c3N2)cc1OC (stereo not drawn) | 0.6
79 | Clc1ccc(CSc2nnnn2-c2ccccc2)cc1 | 4.5
80 | CCCCSc1nnc2c(n1)OC(/C=C/c1ccc([N+](=O)[O-])o1)Nc1ccccc1-2 (stereo not drawn) | 1.4
81 | O=C(CCC(=O)N/N=C/c1ccc(Cl)s1)N/N=C/c1ccc(Cl)s1 | 1.8
82 | COc1ccc(/C=C/C(=O)NC(=S)Nc2ccc(I)cc2)cc1OC | -2.3
83 | CCOc1ccc(C(=O)N2CCN(Cc3ccccc3)CC2)cc1 | -5.0
84 | COC(=O)c1cc(-c2ccc(C)cc2)nc2ccccc12 | -0.2
85 | CCOc1cc(OCC)cc(C(=O)Nc2cccc(-c3nc4ncccc4o3)c2C)c1 | 8.1
86 | O=C(Nc1ccc(F)cc1F)c1cccc(I)c1 | 12.2
87 | Cc1cc(C(F)(F)F)nn1CC(=O)Nc1ccc(Cl)cc1Cl | 10.6
88 | CC1=NN(C(=O)c2cccc([N+](=O)[O-])c2)C(O)(c2ccc(Br)cc2)C1 (stereo not drawn) | -15.9
89 | O=C1C2C(C(=O)N1c1ccccc1)C1(c3ccccc3)C(=O)C2(c2ccccc2)C(c2ccccc2)=C1c1ccccc1 (stereo not drawn) | 1.3
90 | O=C(COc1cccc2ccccc12)NCCCN1CCOCC1 | 3.9
91 | COc1cc(OC)cc(C(=O)Nc2ccc(O)c(-c3nc4ccccc4o3)c2)c1 | 2.1
92 | COc1ccccc1/C=C(\C#N)C(=O)Nc1ccc(F)cc1 | 4.2
93 | C=C(C)COc1cc2oc(=O)c3c(c2cc1Cl)CCCC3 | 8.4
94 | COc1ccc(-c2cc(C(=O)Nc3nc4ccc(S(C)(=O)=O)cc4s3)c3ccccc3n2)cc1 | 7.3
95 | C=CC(=O)NC(NC(=O)C=C)c1ccc(Br)cc1 | 6.6
96 | COc1cc(/C=C2\SC(=S)N(c3ccc([N+](=O)[O-])cc3)C2=O)ccc1OC(=O)c1cccc(C)c1 | 11.6

Next results.
cpd | mol | ER stress surv
97 | Cc1cccc(OCC(=O)N/N=C/c2ccc(OC(=O)c3cccs3)cc2)c1 | 12.3
98 | O=C1CC2c3ccccc3C1C1C(=O)N(c3ccc(Br)cc3)C(=O)C21 (stereo not drawn) | 7.2
99 | Cc1cc(C)c(/C(=C2\OC(=O)c3ccccc32)[N+](=O)[O-])cc1C | 2.4
100 | COc1cc(/C=C2/SC(=S)N(C)C2=O)ccc1OCCSc1ccc(Cl)cc1 | 0.5
101 | COC(=O)C(NC(=O)CCC1CCCCC1)C12CC3CC(CC(C3)C1)C2 (stereo not drawn) | 13.9
102 | COC(=O)c1c(C)oc2ccc(NS(=O)(=O)c3ccc(F)cc3)cc12 | 27.1
103 | O=C(NC(=S)Nc1ccccc1SC(F)(F)C(F)(F)C(F)(F)F)c1cccs1 | 1.6
104 | COc1cc(OC)c(C(=O)N2CC(=O)Nc3ccccc32)c(OC)c1 | 6.2
105 | Brc1ccc(OCCOc2ccc(/C=N/n3cnnc3)cc2)cc1 | 1.7
106 | CCN(CC)c1ccc(N=Cc2c(O)n(C)c(=S)n(C)c2=O)cc1 | 1.9
107 | O=C(Nc1ccc(Cl)c(Cl)c1)c1ccc(Br)o1 | 4.2
108 | Cc1ccc(NC(=O)COc2ccc3ccccc3c2)cc1 | -0.8
109 | CCN(C1CCCCC1)S(=O)(=O)c1ccc(F)cc1 | 0.9
110 | COc1ccc2oc(C)c(C(O)c3ccccc3)c2c1 (stereo not drawn) | 11.3
111 | COC(=O)c1ccccc1NC(=O)Cc1ccc(OC)c(OC)c1 | 12.9
112 | O=C1c2cc3ccccc3cc2C(=O)N1c1ccc(O)cc1 | 1.3
113 | CCC(C)c1ccc(NC(=O)CCc2ccccc2)cc1 (stereo not drawn) | 10.8
114 | O=C(/C=C/c1ccccc1)Nc1nnc(-c2ccco2)s1 | 3.9
115 | Cn1ccnc1SCC(=O)Nc1ncc([N+](=O)[O-])s1 | 1.3
116 | CC(C)C(=O)Nc1ccc2oc(-c3ccc(Cl)cc3)nc2c1 | 2.7
117 | COc1ccc(CC(=O)NNC(=O)c2cccc(Cl)c2)cc1OC | 6.9
118 | COc1ccc(-c2cc(C(F)(F)F)n3nc(C(=O)NCc4ccco4)c(Cl)c3n2)cc1OC | -1.3
119 | COc1ccc(NC(=O)c2ccc(CN3CCN(Cc4ccccc4)CC3)cc2)cc1OC | -3.8
120 | CC(Oc1cccc(Cl)c1)C(=O)Nc1ccc([N+](=O)[O-])cc1Cl (stereo not drawn) | -1.8
121 | COc1cccc2c1NC(c1ccc(Br)cc1)C1CC=CC21 (stereo not drawn) | 3.2
122 | COc1ccc([N+](=O)[O-])cc1N(CC(O)CN1CCOCC1)S(=O)(=O)c1ccc(C)cc1 (stereo not drawn) | -9.6
123 | O=[N+]([O-])c1ccc(Sc2nc3ccccc3s2)c(C(F)(F)F)c1 | 2.3
124 | Cn1c(=O)c2c(nc(N/N=C/c3ccccc3Cl)n2Cc2ccccc2)n(C)c1=O | 1.7
125 | COC(=O)c1ccccc1NC(=O)c1cccc(F)c1 | 1.8
126 | COc1ccc(Br)cc1CN1CCN(Cc2ccc([N+](=O)[O-])cc2)CC1 | -0.4
127 | CCOC(=O)/C(C#N)=C/c1ccc(OC)cc1OC | 9.9
128 | O=C(CCCOc1ccc(Cl)cc1Cl)Oc1ccc(Cl)cc1Cl | 13.4
129 | Cc1nnc(C)n1/N=C/c1ccccc1Br | 6.5
130 | O=C(OCc1nc2c(ccc3ccccc32)[nH]1)C1CCCCC1 | 3.1
131 | CCOc1ccc(C(=O)Nc2ccc(NC(=O)c3ccccc3)c(C)c2)cc1 | 9.9
132 | C=CCC1(N(C(C)=O)c2ccccc2)CCCCC1 | 4.9
133 | CC(=O)N1C(c2cnc(-c3ccccc3)c(C)c2)CC=C(C)C1c1ccccc1 (stereo not drawn) | 5.9
134 | CCOc1cc(C(=S)N2CCCCC2)cc(I)c1O | -1.6
